Screens (PubChem)
RBBP9 inh = inhibitors of human serine hydrolase RBBP9. 0.2% of 220,000 active. AID 1515. inhibition, % at 7.94 µM. recombinant RBBP9, FP-Rh probe fluorescence polarization;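 active means inhibition above the campaign mean of all tested compounds plus 3 SD, cut at about 14% in these data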;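 further: plate controls were DMSO wells with RBBP9 for no effect and wells lacking RBBP9 protein for full effect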
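Test system: recombinant human RBBP9; Timing: 30 min then 45 min, 25 °C; Detection: fluorescence polarization; Control set: RBBP9 with DMSO as uninhibited control, no-protein wells as full inhibition; Compound dosing: one concentration, 7.94 µM nominal, 0.794% DMSO; Probe or stimulus: FP-Rh activity-based probe, 375 nM before mixing.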
Ba/F3 V617F tox = lowers viability of Ba/F3 cells expressing EpoR and JAK2V617F; ATP luminescence; inhibition, % at 5.6 µM; 1.1% of 220,000 active; AID 1446;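 active means inhibition above the campaign mean plus 3 SD over all tested compounds, cut at about 24% in these data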;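 further: cytokine-independent growth of Ba/F3 cells driven by EpoR plus mutant JAK2; 0% = DMSO-treated cells and 100% = JAK inhibitor I control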
NPY Y1 blocker = blocks the human neuropeptide Y Y1 receptor | P25929 | HEK293-CNG Y1 cells, membrane potential fluorescence; NPY at EC95, then isoproterenol | inhibition, % at 3.6 µM | 1% of 200,000 active | AID 1040;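 active means inhibition above the campaign mean inhibition of all tested compounds plus 3 SD, cut at about 20% in these data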;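 further: 0% = DMSO wells given NPY plus isoproterenol and 100% = isoproterenol alone without NPY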
Target sequence (P25929 whole entry, looked up): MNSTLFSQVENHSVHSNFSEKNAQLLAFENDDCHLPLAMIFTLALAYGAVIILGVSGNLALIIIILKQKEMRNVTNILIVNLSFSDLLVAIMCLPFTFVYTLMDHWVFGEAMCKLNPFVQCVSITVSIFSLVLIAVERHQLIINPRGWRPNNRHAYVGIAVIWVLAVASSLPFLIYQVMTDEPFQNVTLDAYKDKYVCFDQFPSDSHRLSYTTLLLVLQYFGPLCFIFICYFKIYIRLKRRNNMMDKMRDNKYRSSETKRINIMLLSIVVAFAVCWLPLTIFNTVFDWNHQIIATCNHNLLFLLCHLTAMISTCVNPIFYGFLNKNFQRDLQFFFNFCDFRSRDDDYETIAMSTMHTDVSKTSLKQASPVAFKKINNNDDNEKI
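System: HEK293 cells with Y1 receptor plus CNG channel / Probe or stimulus: NPY 25 nM then isoproterenol 1 µM plus Ro 20-1724 25 µM / Compound: one concentration, 3.6 µM, in 0.4% DMSO / Schedule: compound incubation 1 h at room temperature, readout 45 min post-stimulation / Measured by: membrane potential fluorescence / Read-out: % inhibition of NPY effect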
S1P4 antag = blocks the human S1P4 receptor. O95977. S1P4-expressing cells, antagonist mode, reporter read-out. inhibition, % at 4.98 µM. 0.26% of 220,000 active; in the data active means inhibition above about 29%;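 further: 0% = wells stimulated with agonist and 100% = vehicle wells without agonist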
Target sequence (O95977 whole entry, looked up): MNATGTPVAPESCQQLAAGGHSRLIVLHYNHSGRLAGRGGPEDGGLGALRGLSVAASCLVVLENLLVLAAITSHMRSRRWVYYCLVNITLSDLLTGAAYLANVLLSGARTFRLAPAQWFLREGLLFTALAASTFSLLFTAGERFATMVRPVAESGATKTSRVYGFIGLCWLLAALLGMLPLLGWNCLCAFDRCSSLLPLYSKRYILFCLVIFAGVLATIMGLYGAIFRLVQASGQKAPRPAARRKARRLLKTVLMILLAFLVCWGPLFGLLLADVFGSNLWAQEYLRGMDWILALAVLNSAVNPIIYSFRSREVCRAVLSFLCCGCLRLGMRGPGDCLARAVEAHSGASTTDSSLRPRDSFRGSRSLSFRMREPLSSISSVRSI
NPY-Y1 PAM-ag = potentiates or activates human NPY-Y1 receptor. activation, % at 3.6 µM. AID 1304. NPY-Y1 expressing cells, potentiator/agonist activation. P25929. 0.37% of 220,000 active; in the data active means activation above about 33%, passing the limit was not always enough;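 further: cells stimulated with NPY at EC10 then isoproterenol at EC100; 0% = low agonist plus stimulus and 100% = saturating agonist plus stimulus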
BaF3 parental = counter-screen for JAK2V617F inhibitors: parental Ba/F3 viability inhibitors | CellTiter-Glo ATP luminescence | inhibition, % at 5.6 µM | 1.1% of 220,000 active | AID 1486;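 active means inhibition above a per-campaign cutoff, the mean inhibition of all tested compounds plus 3 SD, cut at about 27% in these data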;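 further: 0% = DMSO wells and 100% = JAK Inhibitor I control wells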
S1P4 ag = activates the human S1P4 receptor; O95977; S1P4-expressing cell line, agonist reporter assay; activation, % at 4.98 µM; 0.35% of 220,000 active; AID 1509; in the data active means activation above about 11%;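 further: 0% = DMSO vehicle and 100% = reference agonist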
Runt-CBFb FRET = inhibitors of human RUNX1 Runt domain binding to CBFb. AID 1496. 0.46% of 220,000 active. inhibition, % at 20 µM. Q01196+Q13951. Cerulean-Runt/Venus-CBFb FRET ratio 530/480, 1 h;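 active means inhibition over about 50% at 20 µM in the single-dose screen, limit read from the data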;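 further: 0% = DMSO wells and 100% = excess unlabeled CBFb competitor control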
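Reagent – Venus-CBFb binding partner, 100 nM · Assay system – Cerulean-tagged RUNX1 Runt domain (FRET donor) fusion protein · Input – 100 nM per protein · Incubation – two 1 h room-temperature incubations shielded from light · Measured by – FRET fluorescence · Medium – Tris buffer pH 7.5 with salts and BSA · Benchmarks – unlabeled CBFb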
NPY-Y2 PAM-ag = potentiates or activates human NPY-Y2 receptor; activation, % at 3.6 µM; AID 1359; 0.45% of 220,000 active; P49146; cells expressing NPY-Y2, potentiator/agonist read-out; in the data active means activation above about 27%;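 further: cells stimulated with NPY near EC25 plus isoproterenol at EC100; 0% = vehicle plus submaximal agonist and 100% = vehicle plus saturating agonist; some results beyond the cut were filed as inactive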
The depositor's hits bear a star; / = no result given. Outcome played no part in choosing rows, and some 3.6% of all compounds hit somewhere here.

canonical_smiles,RBBP9 inh,Ba/F3 V617F tox,NPY Y1 blocker,S1P4 antag,NPY-Y1 PAM-ag,BaF3 parental,S1P4 ag,Runt-CBFb FRET,NPY-Y2 PAM-ag
CC1CCCCC1NC(=O)CN1C(=O)NC(Cc2ccccc2)(Cc2ccccc2)C1=O (configuration not stated),0,-4,24*,-1,-37,-2,0.7,0,-25
CCOC(=O)C(C(=O)Nc1ccccc1)C1CCCCC1 (configuration not stated),-7,-5,2,-12,14,3,0.3,0,19
C=CCOc1nc(N(C)C)nc(N(C)C)n1,-6,-1,-3,-9,-5,0,0.4,0,-7
Fc1ccc2[nH]c3c(N4CCc5ccccc5C4)ncnc3c2c1,-9,44*,/,-27,12,55*,0.2,0,22
CCOC(=O)C1=C(C)NC(=O)C1CC(=O)O (configuration not stated),0,1,9,-22,-8,7,-2.4,0,6
COc1cccc(-c2nnn(CCC(=O)O)n2)c1,13,-4,3,3,-29,0,-2.2,0,10
COc1ccccc1N(/N=C1\Sc2ccccc2C1=O)C(C)=O,-8,-1,/,3,40,-1,1.1,-5,8
O=C(CC(=O)NC1CCCCC1)N/N=C/c1ccccc1Cl,-10,3,3,-36,-7,6,1.9,0,3
O=C(NC1CCCC1)C1=COCCO1,-6,-3,5,-12,1,2,-2.0,10,-3
CNC(=O)CSc1cnc2ccccc2n1,-1,1,2,3,1,7,11,0,0
CC(=C/C(=O)O)/C(=C/c1ccccc1)C(=O)O,2,5,1,-23,-5,10,1.5,2,1
COc1ccccc1NC(=O)Cn1nnc(-c2ccccc2NC(=O)c2ccco2)n1,-3,-3,-2,-23,-3,0,2.9,-1,6
Cn1cnnc1SCCC(=O)Nc1ccc(Cl)cc1,-6,2,1,-6,-2,2,-0.2,-3,-7
O=c1cc(-c2cccc(F)c2)[nH]c2ccccc12,-11,78*,18,15,-19,78*,1.2,-1,2
CCN1C(=O)/C(=C/c2ccc(OC)c(OC)c2)N=C1SCC(=O)NCc1ccco1,2,4,0,6,12,7,1.1,4,8
C=CCSc1nnc(NC(=O)c2cccc(S(=O)(=O)N(C)c3ccccc3)c2)s1,-7,2,0,12,2,1,-0.2,-1,-6
CS(=O)(=O)N1CCN(C(=O)Nc2ccccc2)CC1,-6,4,-2,-7,0,5,1.9,1,-9
CCC(C(=O)c1ccc(O)cc1)c1ccccc1 (configuration not stated),-3,-3,-1,-14,-10,4,1.6,0,16
O=C(O)C1C2C=CC(C2)C1C(=O)Nc1cccc(C(=O)N2CCCCC2)c1 (configuration not stated),0,-3,-7,-11,6,2,0.6,-1,1
CC(=O)c1ccc2c(c1)C1C=CCC1C(c1ccc(S(=O)(=O)N3CCOCC3)cc1)N2 (configuration not stated),-3,2,0,-3,-12,9,0.7,-28,-7
O=C(CCN1C(=O)C2C3C=CC(C3)C2C1=O)Oc1ccc2ccccc2c1 (configuration not stated),-10,-3,3,0,1,-1,-1.5,0,-7
c1c(C2CCCCC2)n[nH]c1CN1CCCCC1,-8,1,5,-6,5,5,-0.8,-2,-2
O=C(N/N=C/c1ccccn1)c1ccco1,-8,1,0,-10,3,2,1.7,2,-10
COC(=O)CSc1nnc(-c2ccoc2C)n1-c1ccc(OC)cc1,-2,-2,1,-14,9,4,-1.1,-1,2
COc1c(C(=O)Nc2ccc3[nH]c(=O)[nH]c3c2)cc2ccccc2c1Br,-9,-2,8,-1,1,4,1.1,-4,-16
O=C(CCc1nc2ccccc2s1)NCc1ccccc1F,-4,0,3,3,20,4,-0.4,/,8
CN1CCN(C(=O)CN(c2cccc(Cl)c2)S(=O)(=O)c2ccccc2)CC1,-3,1,1,2,-21,9,3.5,-2,-17
NC(=O)NC(=O)CSc1nc2cc([N+](=O)[O-])ccc2n1-c1cccc(C(F)(F)F)c1,-7,1,/,-9,26,1,0.4,-2,29
Cc1ccc2cc(C=O)c(N(C)C)nc2c1,-3,8,-3,4,4,13,-2.7,5,2
CN1CCN(C2=NC(=O)/C(=C/c3cn[nH]c3-c3ccccc3)S2)CC1,-3,-3,/,2,5,2,2.4,0,-1
CC(C)(C)c1nnc2sc(SCC(=O)N3CCc4ccccc43)nn2c1=O,-11,2,4,-6,-7,4,-0.5,-2,-1
CCC(c1nnc(SCC(=O)Nc2ccc(C(=O)Nc3ccccc3OC)cc2)o1)N(C)C (configuration not stated),-8,-4,0,0,3,3,2.8,-1,3
O=C(NCc1ccccc1)c1cc(=O)c2ccccc2o1,5,-4,3,-3,8,0,-1.5,-1,1
Clc1nc(CN2CCCCC2)nc2sc3c(c12)CCCC3,8,0,5,0,-5,7,-1.0,-1,-5
CC(=O)Nc1cccc2c1C(=O)N(c1ccc(C)cc1)C2=O,6,-2,12,-5,-2,3,-0.6,-6,9
CCc1ccc(-n2c(O)c(C=NCCN(CC)CC)c(=O)[nH]c2=O)cc1,-5,-2,-5,0,-9,2,1.4,-1,0
CC(=O)N(C)c1nc(N)n(-c2ccccc2)n1,-3,-3,6,-6,15,5,0.3,-3,-5
C=CCC1(C#N)C(SC)=NC2=C(C(=O)CC(C)(C)C2)C1c1ccc(Br)cc1 (configuration not stated),-4,2,7,1,-16,7,-0.2,-2,9
C=CCNCCCCOc1ccccc1-c1ccccc1,-9,0,5,-11,-22,10,0.5,2,4
CC1(C)CC(=O)C(C=Nc2cccc(/N=C/C3=C(O)CC(C)(C)CC3=O)n2)=C(O)C1,3,-3,1,2,1,0,-2.2,3,5
CCCCSc1nnc(NC(=O)CCc2ccccc2)s1,-7,1,11,-1,-3,9,0.7,-1,6
COc1ccc(-n2c(=O)c3c4c(sc3n3c(C)nnc23)CCCC4)cc1,-6,0,-2,-24,7,2,3.9,/,-3
CN1Cc2sc(NC(=S)NC(=O)c3ccccc3)c(C#N)c2CC1(C)C,-3,4,/,1,-6,-3,2.4,14,-7
CC(NC(=S)Nc1c(Cl)cccc1OC(F)F)C(C)(C)C (configuration not stated),3,-3,1,0,-22,-3,-1.2,-1,-5
COc1ccc(Nc2ccc(N3C(=O)CCCC3=O)cc2[N+](=O)[O-])c(OC)c1,-6,4,0,-18,-13,9,1.9,-2,17
S=C(NCc1ccc2[nH]c3c(c2c1)CCCC3)Nc1ccccc1,-7,2,-2,1,-7,7,0.5,-2,1
Cc1cc(NS(=O)(=O)c2ccc(NC(=O)C(CC(C)C)N3C(=O)c4ccccc4C3=O)cc2)nc(C)n1 (configuration not stated),1,1,4,-13,-22,3,-1.4,-5,-6
Cc1ccc(N/C=C/C(=O)c2ccc(C)cc2)cc1,-4,1,7,0,-9,4,-0.8,2,-6
O=C(NCc1ccccc1)c1cccc(COc2ccc3c(c2)CCC3)c1,-11,2,3,-25,-26,4,-0.6,0,-17
Cc1cccc(C(=O)Nc2ccccc2C(=O)NCc2cccnc2)c1,1,-1,-1,-7,16,4,-1.5,0,10

Later entries.
canonical_smiles,RBBP9 inh,Ba/F3 V617F tox,NPY Y1 blocker,S1P4 antag,NPY-Y1 PAM-ag,BaF3 parental,S1P4 ag,Runt-CBFb FRET,NPY-Y2 PAM-ag
COc1ccc(NC(=O)c2cc([N+](=O)[O-])nn2Cc2ccccc2)c(C)c1,-5,0,5,8,-4,3,-1.9,-2,-6
CCc1nc2c3cnn(-c4cc(Cl)ccc4C)c3ncn2n1,-1,2,13,-16,-5,5,-0.3,0,-5
COc1ccc(C2CC(c3cccs3)=NN2c2ccc(C=O)cc2)cc1 (configuration not stated),-3,-1,-2,-6,16,6,23*,4,21
O=C(Cc1ccc([N+](=O)[O-])cc1)Nc1cccc(C(F)(F)F)c1,0,1,-4,4,7,2,-1.5,0,12
CN1c2ccccc2N(C)C1c1c(O)ccc2ccccc12,3,2,-5,-35,-37,2,1.3,0,-5
COCn1c(COc2ccc3ccccc3c2)nc2ccccc21,-7,-2,5,-7,-11,6,1.8,-3,4
CC[n+]1c(/C=C(\C)SC)sc2ccccc21,-3,-2,-4,-13,10,1,1.8,15,-1
Cc1ccccc1OCC(=O)O/N=C(\N)Cc1ccc(Cl)cc1,8,-1,15,3,-40,3,-1.6,1,-34
O=C(Cn1cnc2c(cnn2-c2ccccc2)c1=O)NCCc1ccccc1,-12,-2,2,-8,-12,4,0.7,-2,-2
CCC(=O)Nc1c(C#N)c2nc3ccccc3nc2n1C1CCCCC1,-10,-2,6,-13,-22,3,-1.4,-5,-4
COc1ccccc1NC1=C(C)C(=O)CC1,-2,1,1,6,-20,3,0.0,0,-10
CNC1(C(N)=O)CCNCC1,-4,-5,/,-11,3,-3,-0.6,1,-12
CCOc1ccc(N2CC(C(=O)NCc3ccc(F)cc3)CC2=O)cc1 (configuration not stated),3,-5,-2,-17,7,1,0.2,0,5
